FBW7 activator: activators of human E3 ligase FBW7; AlphaScreen FBW7–phospho-cyclin E peptide binding, activator screen; normalized activity (activation), % at 26.1 µM; 650,000 tested, 0.13% active; Q969H0; in the data active = normalized activity above about 1.9%;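 note: purified mutant Fbw7 with reduced substrate affinity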
TEAD-YAP inh: TEAD-YAP interaction inhibition; inhibition, % at 9.12 µM; 640,000 tested, 1.4% active; HEK-TIYL cells, TEAD-Gal4/YAP UAS-luciferase luminescence; in the data active = inhibition above about 32%;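 note: 0% = median of test compound wells and 100% = reference inhibitor wells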
MITF inh: blocks human microphthalmia-associated transcription factor | O75030 | AlphaScreen MITF homodimerization, bead proximity signal | inhibition, % at 2.6 µM | 650,000 tested, 0.91% active | AID 1259374; in the data active = inhibition above about 50%;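 note: 0% = vehicle wells with protein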
Target sequence (O75030 whole entry, looked up): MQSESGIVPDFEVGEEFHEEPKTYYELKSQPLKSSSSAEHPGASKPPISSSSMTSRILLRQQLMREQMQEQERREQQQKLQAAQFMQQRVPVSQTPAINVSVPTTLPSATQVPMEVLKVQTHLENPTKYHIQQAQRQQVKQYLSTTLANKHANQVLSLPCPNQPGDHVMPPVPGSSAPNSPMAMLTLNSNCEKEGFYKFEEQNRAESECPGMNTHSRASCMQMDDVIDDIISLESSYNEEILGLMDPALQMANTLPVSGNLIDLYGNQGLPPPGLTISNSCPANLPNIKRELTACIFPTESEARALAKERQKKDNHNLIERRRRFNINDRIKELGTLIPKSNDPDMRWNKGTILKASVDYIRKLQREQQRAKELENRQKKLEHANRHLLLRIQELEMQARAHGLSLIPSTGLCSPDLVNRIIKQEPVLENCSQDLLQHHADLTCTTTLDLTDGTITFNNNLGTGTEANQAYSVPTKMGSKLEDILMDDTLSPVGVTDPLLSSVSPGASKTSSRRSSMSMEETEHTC
GPR151 activ: activates the human receptor GPR151 | activation, % at 11.2 µM | AID 1508602 | 650,000 tested, 1% active | PathHunter beta-arrestin GPR151 cells, luminescence; in the data active = activation above about 4.9%;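 note: 0% = median of compound wells and 100% = cells with positive control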
Target sequence (Q8TDV0 whole entry, looked up): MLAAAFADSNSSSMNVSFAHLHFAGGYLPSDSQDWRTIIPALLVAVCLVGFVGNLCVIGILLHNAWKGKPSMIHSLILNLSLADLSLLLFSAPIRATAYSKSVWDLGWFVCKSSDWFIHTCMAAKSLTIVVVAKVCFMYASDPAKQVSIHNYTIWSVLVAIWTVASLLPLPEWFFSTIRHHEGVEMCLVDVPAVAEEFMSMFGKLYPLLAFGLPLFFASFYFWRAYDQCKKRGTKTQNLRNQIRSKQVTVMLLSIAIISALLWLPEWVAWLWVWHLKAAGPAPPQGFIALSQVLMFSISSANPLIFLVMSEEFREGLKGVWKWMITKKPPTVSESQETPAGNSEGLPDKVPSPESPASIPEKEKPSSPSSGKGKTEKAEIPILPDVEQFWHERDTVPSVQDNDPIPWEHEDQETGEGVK
* hit, by the source's call.

Results follow in this order: FBW7 activator	TEAD-YAP inh	GPR151 activ	MITF inh
> CC1CCC(N2CCN(Cc3ccc(Cl)cc3)CC2)CC1 (stereo unspecified)
 : -0.3	-10	-1.1	69*
> C=CCN1C(=O)/C(=C\c2c(OC)cc(OC)cc2OC)C(=O)NC1=S
 : -0.2	2	-0.6	12
> CN(CC(=O)Nc1ccc(Br)cc1)S(=O)(=O)c1ccc(Cl)cc1
 : -0.1	-5	-1.2	16
> COc1ccc(C(=O)O)cc1NS(=O)(=O)c1cccc2nsnc12
 : -0.1	-8	-0.3	-3
> CN(C)S(=O)(=O)c1ccc(C(=O)Nc2c3c(nn2C(C)(C)C)CSC3)cc1
 : 0.0	1	-0.2	4
> COc1ccc(C(=O)Nc2ccccc2C(=O)Nc2ccc3[nH]c(=O)[nH]c3c2)cc1
 : 0.1	-5	-1.3	2
> CC1(C)N(O)CC(c2cccs2)=[N+]1[O-]
 : 0.1	-12	-0.2	8
> O=S(=O)(Nc1ccc(I)cc1)c1ccc(-c2ccccc2)cc1
 : 0.2	-3	0.2	15
> Cc1cc(=O)[nH]c(N/N=C/c2ccc(F)c(F)c2)n1
 : 0.3	-7	-0.5	7
> CN(CCc1ccccn1)C(=O)CCC1CCCN(Cc2ccc3nsnc3c2)C1 (stereo unspecified)
 : 0.1	-2	-1.2	-6

Three compounds from above with just TEAD-YAP inh and FBW7 activator:
smiles,TEAD-YAP inh,FBW7 activator
COc1ccc(C(=O)O)cc1NS(=O)(=O)c1cccc2nsnc12,-8,-0.1
CN(CC(=O)Nc1ccc(Br)cc1)S(=O)(=O)c1ccc(Cl)cc1,-5,-0.1
C=CCN1C(=O)/C(=C\c2c(OC)cc(OC)cc2OC)C(=O)NC1=S,2,-0.2

Going on with the list:
Results follow in this order: FBW7 activator	TEAD-YAP inh	GPR151 activ	MITF inh
> COc1ccc(/C=C2\Oc3c(ccc(O)c3CN3CCOCC3)C2=O)cc1OC
 : -0.1	-24	-0.4	-2
> O=[N+]([O-])c1ccccc1S(=O)(=O)N1CCN(c2ccccn2)CC1
 : -0.1	0	0.0	8
> COC(=O)c1cccc(C(=O)Nc2ccc(C(C)=O)cc2)n1
 : 0.1	2	-7.9	10
> CCc1ccc(NC(=O)c2c(-c3ccccc3Cl)noc2C)cc1
 : 0.0	-2	0.1	1
> O=C(O)c1ccccc1NS(=O)(=O)c1ccc(Br)s1
 : 0.0	-3	-0.3	12
> CCn1c(SCC(=O)Nc2nccs2)nnc1-c1ccc(Cl)cc1
 : 0.0	12	-0.6	7
> Cc1ccc(NC(=O)c2ccccc2[N+](=O)[O-])nc1
 : 0.2	0	1.2	-4
> O=C(CCC(F)(F)F)NCC1Cc2c(ccc3cc(-c4ncccn4)ccc23)O1 (stereo unspecified)
 : -0.1	-11	-0.5	4
> CCn1cc(C(=O)N2CCc3ccccc3C2)c(=O)c2ccc(C)nc21
 : 0.1	12	1.2	-1
> O=C(CCCn1c(=S)[nH]c2cc3c(cc2c1=O)OCO3)N1CCC(O)(c2cccc(C(F)(F)F)c2)CC1
 : -0.1	4	-0.1	4
> CCCn1c2ccccc2c2nnc(SCC(=O)Nc3sc4c(c3C(=O)OCC)CCC4)nc21
 : 0.0	-5	3.0	13
> COC(=O)COc1cccc2c(=O)n(CC(=O)Nc3ccc(OC)cc3OC)ccc12
 : -0.2	8	-0.5	9
> CC(C)(C)n1ncc(C(=O)O)c1C(F)(F)F
 : 0.2	8	0.1	13
> Cn1nc(-c2ccc(OCC(=O)NC3CCCCC3)cc2)c2ccccc2c1=O
 : 0.0	0	2.3	-7
> Cc1ccc(-c2cc(C)nc3ncnn23)cc1
 : 0.0	5	-0.7	10
> COc1ccccc1CN1CCC(C(=O)NCCc2ccccc2)CC1
 : 0.0	-1	0.3	-14
> Cc1ccc(NC(=O)c2noc3c2COc2ccc(C)cc2-3)nc1
 : -0.1	-7	0.6	-7
> CC(C)c1ccc(-c2ncc(CSc3n[nH]c(N)n3)s2)cc1
 : 0.1	-56	3.6	12
> COc1ccccc1CNC(=O)c1cc(Cl)ccc1Cl
 : 0.0	1	1.2	-18
> CCCCC1CN(CC(=O)N2CCCC(O)C2)Cc2ccccc2O1 (stereo unspecified)
 : 0.0	13	1.0	4
> COc1ccc(-c2nnc(SCC(=O)NNC(=O)/C=C/C(=O)O)n2-c2ccccc2)cc1OC
 : 0.0	8	-1.3	9
> CCOc1ccccc1NC(=S)Nc1ccc(S(=O)(=O)Nc2ncccn2)cc1
 : 0.0	3	-0.2	14
> Cc1ccc(CNC(=O)CSc2nnc3[nH]c(=O)cc(C)n23)cc1
 : -0.1	-7	-0.5	-7
> O=C(NN1CCOCC1)c1cccc([N+](=O)[O-])c1
 : -0.1	1	-1.0	-2
> COc1ccc(Cl)cc1N(CC(=O)N1CCC(C)CC1)S(=O)(=O)c1ccc(C)c([N+](=O)[O-])c1
 : 0.2	-4	-1.2	10
> Cc1cc2c(cc3c(=O)n(CC(=O)O)nc(C)n32)o1
 : 0.1	3	0.4	6
> CC1CCN(c2nc3c(c(=O)n(C)c(=O)n3C)n2Cc2c(F)cccc2Cl)CC1
 : 0.0	0	-1.6	-8
> C=COC(=O)C(C)N1C(=O)c2ccccc2C1=O (stereo unspecified)
 : 0.1	16	0.5	-6
> CCC1CCCCN1C(=O)Cn1ncc2c(=O)oc3ccccc3c21 (stereo unspecified)
 : -0.1	9	-0.5	3
> Cc1cc(C)cc(OCC(=O)NCCNC(=O)COc2cc(C)cc(C)c2)c1
 : -0.1	-4	-1.3	-16
> COCCN(CCOC)c1ncnc2c1cnn2C
 : 0.0	2	-0.8	11
> CCC(=O)c1ccccc1OCCCCN1CCN(CC)CC1
 : -0.1	8	4.2	60*
> COC(=O)C(=O)C(C#N)c1nc2ccccc2n1C (stereo unspecified)
 : -0.1	-9	0.0	-2
> CCN(CC)CCN1CCN(c2ncc(-c3cccc(OC)c3)n3ccnc23)CC1
 : -0.5	7	0.7	-16
> Cn1c(N)c(C(=O)CSc2nn(-c3ccccc3)c(=S)s2)c(=O)n(C)c1=O
 : 0.0	7	-0.5	6
> CCc1nccn1S(=O)(=O)c1ccc(OC)c2ccccc12
 : 0.0	4	6.8*	-466
> Cn1c2c(c3ccccc31)C(C)(C)Cc1c-2cnn1-c1ccccc1
 : -0.2	-5	1.2	-2
> COc1ccc(CCNC(=O)CCCCCn2c(SCC(=O)Nc3cc(C)[nH]n3)nc3ccsc3c2=O)cc1OC
 : 0.0	15	1.1	-11
> CCOC(=O)C1=C(O)/C(=C\c2ccncc2)N=C1C
 : -0.1	1	0.5	-5
> COc1cc(S(=O)(=O)N2CCN=C2C)ccc1Br
 : 0.0	-4	-0.1	12
> CCC1CCCCN1S(=O)(=O)c1ccc(F)c(C(=O)Nc2cccc(Cl)c2Cl)c1 (stereo unspecified)
 : 0.1	9	0.0	4
> CC1CC(C)CN(CCCNC(=O)c2ccc3nc(N4CCCCC4)sc3c2)C1 (stereo unspecified)
 : 0.5	-39	-0.2	6
> CC(=O)c1ccc(C(=O)N2CCCC(c3nc(SCc4ccccn4)ncc3C)C2)cc1 (stereo unspecified)
 : -0.3	17	2.4	1
> COc1ccc(CC2(CO)CCN(CCCn3cccn3)CC2)cc1
 : 0.1	-7	2.5	10
> COc1ccc(NC(=O)/C(C#N)=C/c2cc(C)n(-c3cccc([N+](=O)[O-])c3)c2C)cc1
 : 0.0	2	0.0	-2
> Cc1cc(NC(=O)NC2(C(F)(F)F)Oc3ccccc3O2)ccc1Br
 : 0.3	-10	-1.3	6
> Cc1cc(/C=N/N2C(=O)c3ccccc3C2=O)c(C)n1-c1ccccc1
 : 0.0	-10	0.2	-10
> Cn1c(SCC(=O)N2CCCCCC2)nnc1-c1ccncc1
 : -0.1	6	4.4	-5
> O=C(Nc1nccs1)c1cc2nc(-c3ccc4c(c3)OCO4)cc(C(F)(F)F)n2n1
 : 0.2	1	-0.3	-7
> COc1ccc(-c2nnn(CC(=O)NC(C)C)n2)cc1OC
 : -0.2	-7	-1.0	2

(listing goes on)
Results follow in this order: FBW7 activator	TEAD-YAP inh	GPR151 activ	MITF inh
> COc1ccc2c(c1)CCC1C2=NN(/C(C)=C/C(C)=O)C1c1ccc([N+](=O)[O-])cc1 (stereo unspecified)
 : 0.9	7	-0.9	19
> CC(C)Nc1nnc(SCCCC(=O)c2ccc(F)cc2)s1
 : 0.3	7	0.2	2
> CC(=O)Nc1ccc(NC(=O)/C(C#N)=C/c2ccccc2)cc1
 : -0.1	2	0.5	-3
> Cc1nn2c(N3CCC(O)CC3)c3c(nc2c1-c1cccs1)CCC3
 : -0.1	3	0.2	-13
> CCOC(=O)CN1C(=O)C(O)(CC(=O)c2ccc(C)s2)c2ccccc21 (stereo unspecified)
 : -0.1	-4	0.8	-3
> COc1ccc(C2C(C(C)=O)=C(O)C(=O)N2CC(OC)OC)cc1OC (stereo unspecified)
 : 0.0	4	0.9	2
> CC(=O)N1c2ccccc2NC2=C(C(=O)CC(C)(C)C2)C1CC1CC=C(C)C1(C)C (stereo unspecified)
 : -0.1	-12	-0.9	2
> CCn1nccc1C(=O)Nc1ccc(OC)c2ccccc12
 : 0.0	-5	-0.6	11
> Cc1ccc(C2CC(C(F)(F)F)n3nc(C(=O)N4CCCCCC4)cc3N2)cc1 (stereo unspecified)
 : 0.3	18	-1.1	3
> CCc1ccccc1N(C(=O)c1ccccc1)C1C=CS(=O)(=O)C1 (stereo unspecified)
 : -0.2	-14	-0.6	-4
> Cc1nc2cc(N=Cc3ccc(N(C)C)cc3)ccc2s1
 : 0.2	13	4.0	-7
> CCn1c(Cl)nc2c1c(=O)n(C)c(=O)n2C
 : 0.3	5	-0.1	8
> Cc1c(S(=O)(=O)N2CCN(c3ccc(F)cc3)CC2)c(=O)n(C)c(=O)n1C
 : 0.1	6	4.0	6
> CCOc1ccccc1NC(=O)c1cc(OC)c(OC)c(OC)c1
 : 0.9	15	-0.2	13
> CCn1c2ccccc2c2cc(C3Nc4ccccc4NC4=C3C(=O)CC(c3ccc(Cl)cc3)C4)ccc21 (stereo unspecified)
 : 1.0	-1	-1.1	13
> CN(Cc1ccccc1)Cc1c(O)ccc2c(=O)c(-c3cccc4ccccc34)c(C(F)(F)F)oc12
 : 0.1	-4	0.9	3
> COC(=O)c1ccccc1NC(=O)c1csc2ccccc12
 : 0.3	-8	0.4	-4
> CCN(c1ccccc1)c1ncnc2c1cnn2-c1ccc(OC)cc1
 : 0.1	-47	1.2	-9
> CN(CCC1CCOCC1)Cc1c(C(=O)N(C)CCc2ccccc2)nc2sccn12
 : 0.0	-4	-0.9	-2
> O=C1CC(c2cccs2)CC2=C1C(c1ccc(OC(F)(F)F)cc1)Nc1ccccc1N2 (stereo unspecified)
 : 0.0	10	0.4	-1

Taken from above, four compounds:
Results follow in this order: FBW7 activator	TEAD-YAP inh	GPR151 activ	MITF inh
> CC1CCC(N2CCN(Cc3ccc(Cl)cc3)CC2)CC1 (stereo unspecified)
 : -0.3	-10	-1.1	69*
> C=CCN1C(=O)/C(=C\c2c(OC)cc(OC)cc2OC)C(=O)NC1=S
 : -0.2	2	-0.6	12
> CN(CC(=O)Nc1ccc(Br)cc1)S(=O)(=O)c1ccc(Cl)cc1
 : -0.1	-5	-1.2	16
> COc1ccc(C(=O)O)cc1NS(=O)(=O)c1cccc2nsnc12
 : -0.1	-8	-0.3	-3

Following part
Results follow in this order: FBW7 activator	TEAD-YAP inh	GPR151 activ	MITF inh
> OCCC1CN(Cc2cn[nH]c2-c2ccccc2)CCN1Cc1ccsc1 (stereo unspecified)
 : 0.0	-3	0.3	0
> O=C(Nc1ccc(I)cc1)Nc1cccc([N+](=O)[O-])c1
 : -0.2	-7	-0.3	7
> Cc1nn(C)c(C)c1-c1ncc(C(=O)NCCc2ccc(O)cc2)s1
 : 0.4	-4	-1.1	10
> Cn1cc(S(=O)(=O)N2CCCC2)cc1C(=O)N1CCc2ccccc2C1
 : 0.0	0	1.4	11
> CCN(c1ccccc1)c1nnc(NC(=O)Nc2cc(Cl)ccc2OC)s1
 : -0.2	-8	-0.2	-10
> Cc1cccc(NC(=O)NCC(c2cccnc2)N(C)C)c1 (stereo unspecified)
 : 0.7	-2	0.7	14
> Cc1ccc2nc(C)c(C(=O)Nc3ccccc3)n2c1
 : -0.1	-19	-0.1	10
> CC1=NN(c2ccc(C)cc2)C(=O)/C1=C\Nc1ccc(-c2ccc(N/C=C3\C(=O)N(c4ccc(C)cc4)N=C3C)cc2)cc1
 : -0.2	5	-0.4	7
> Cc1ccc(CNS(=O)(=O)Cc2ccccc2)cc1
 : 0.2	-24	-0.6	16
> CCOc1ccc(NC(=O)CSc2nc3ccccc3c(=O)n2CC2CCC(C(=O)NCc3ccco3)CC2)cc1 (stereo unspecified)
 : 0.2	13	-1.0	8
> Cc1ccc(C(=O)NCCc2cn3ccsc3n2)cc1
 : 0.1	-36	0.2	-4

Two records drawn at random from the list so far:
Results follow in this order: FBW7 activator	TEAD-YAP inh	GPR151 activ	MITF inh
> O=C(Nc1ccc(I)cc1)Nc1cccc([N+](=O)[O-])c1
 : -0.2	-7	-0.3	7
> Cc1ccc2nc(C)c(C(=O)Nc3ccccc3)n2c1
 : -0.1	-19	-0.1	10

Assay outcomes (PubChem BioAssay)
